Source: PubChem
ELG1 repair inh = blocks ELG1-dependent DNA repair in HEK293T cells. HEK293T ELG1-luciferase reporter, luminescence, 16 h; DNA damage induced by 5-fluorouridine. Potency, µM (titrated, usually from 46.1 µM), inactives show at the highest dose activity change, negative = inhibition, usual class: inhibitors. 330,000 tested, 2.3% active; further: potency means the concentration at half of the fitted maximal effect; on the % scale 0 is the no-effect control and ±100 the full control effect; nearly all actives have a fitted effect of over 55% in size
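Overnight (16 hr) co-exposure of 2,000 cells/well to 5-fluorouridine and compound at 37 °C preceded detection. Luciferase was quantified via ONE-Glo luminescence; loss of signal denotes inhibition.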
Chronic BCR inh = chronic active BCR signaling inhibition; ABC-DLBCL IkBa-CBG/CBR reporter, luminescence ratio, 4 h; Potency, µM (highest dose often 46.1 µM), without a hit: at the highest dose ratio change, negative = lower green/red ratio, actives largely listed as inhibitors; 340,000 tested, 0.05% active; AID 493014; active means well fitted inhibition curve with a large enough effect in the signal ratio, with a control signal flat, not every such curve was filed as active; inconclusive means small, poorly fitted or top-dose-only effect, or effect the other way, or a change in a side signal; the % refers to the signal ratio;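 further: potency means the concentration at half of the fitted maximal effect; plate controls were basal doxycycline-induced cells for no effect and cells given 10 µM MG132 for full effect; MG132 reads +100%, hits lower the ratio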
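Cell line TMD8 (human ABC DLBCL), stably expressing tet-inducible CBG68-IkBa fusion and CBR; IMDM/0.5% FBS; cpd up to 46 uM; dox induction, 4 h, 37C/5% CO2; dual luminescence; green/red ratio; MG132 control.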
a7 integrin act = activators of alpha7 integrin expression for muscular dystrophy. alpha7betagal myoblasts, beta-gal FDG fluorescence, 48 h. Potency, µM (highest dose often 38.3 µM), for inactives: at the highest dose activation, most hits filed as activators. 350,000 tested, 0.064% active. AID 624291;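 further: potency means the concentration at half of the fitted maximal effect; 100% = response of the positive control SU9516; nearly all actives have a fitted effect of over 60% in size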
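alpha7betagal+/- myoblasts (passage 13, 250/well) treated 48 h at 37C with compounds at 1:260 dilution of DMSO stock. Lysed, then beta-galactosidase activity read as FDG fluorescence (ex 480/em 540) after 30 min, with pre-read for autofluorescence.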
Mito fusion yeast = inhibitors of mitochondrial division or activators of mitochondrial fusion; S. cerevisiae fusion-defective mutant growth rescue, CellTiterGlo 48 h; Potency, µM (top dose mostly 46.1 µM), without a hit: at the top dose growth rescue (activation), hits mostly activators; 320,000 tested, 0.23% active; AID 485298;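 further: potency means the concentration at half of the fitted maximal effect; % of control where 0% means no effect; nearly all actives have a fitted effect of over 45% in size; temperature-sensitive fusion mutants such as fzo1-1 at 37 °C on non-fermentable ethanol glycerol medium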
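S. cerevisiae fusion-defective temperature-sensitive mutants (e.g. fzo1-1, mgm1-5) grown 48 h at 37C in YPEG (ethanol/glycerol non-fermentable) medium with 23 nl compound per well; growth rescue read as CellTiterGlo luminescence.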
TSHR antag = blocks TSH signaling through the human TSH receptor. TSHR-expressing cells, TSH-stimulated cAMP HTRF, 2 h; active compounds read low. 330,000 tested, 0.2% active. activity change, negative = inhibition, % at 11.5 µM. P16473. AID 504810;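 active means activity change below a set negative limit, meaning inhibition stronger than a set level, cut at about -70% in these data; inconclusive means activity change between two set negative limits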; further: on the % scale 0 is the no-effect control and ±100 the full control effect
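TSHR-expressing cells, 200/well, pre-treated with compound, then stimulated with EC80 TSH (4nM final) for 2 hours at 37 deg C. cAMP measured by competitive HTRF: anti-cAMP cryptate antibody in lysis buffer plus cAMP-d2, read after 30 minutes at room temperature.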
S-ASM inh = inhibitors of human secretory acid sphingomyelinase | Potency, µM (top dose mostly 57.5 µM), for the others: at the top dose activity change, negative = inhibition, most hits filed as inhibitors | placental ASM, HMU-PC fluorogenic substrate, 60 min | 340,000 tested, 0.006% active | P17405; further: potency means the concentration at half of the fitted maximal effect
Target sequence (P17405 47-631 limits assumed): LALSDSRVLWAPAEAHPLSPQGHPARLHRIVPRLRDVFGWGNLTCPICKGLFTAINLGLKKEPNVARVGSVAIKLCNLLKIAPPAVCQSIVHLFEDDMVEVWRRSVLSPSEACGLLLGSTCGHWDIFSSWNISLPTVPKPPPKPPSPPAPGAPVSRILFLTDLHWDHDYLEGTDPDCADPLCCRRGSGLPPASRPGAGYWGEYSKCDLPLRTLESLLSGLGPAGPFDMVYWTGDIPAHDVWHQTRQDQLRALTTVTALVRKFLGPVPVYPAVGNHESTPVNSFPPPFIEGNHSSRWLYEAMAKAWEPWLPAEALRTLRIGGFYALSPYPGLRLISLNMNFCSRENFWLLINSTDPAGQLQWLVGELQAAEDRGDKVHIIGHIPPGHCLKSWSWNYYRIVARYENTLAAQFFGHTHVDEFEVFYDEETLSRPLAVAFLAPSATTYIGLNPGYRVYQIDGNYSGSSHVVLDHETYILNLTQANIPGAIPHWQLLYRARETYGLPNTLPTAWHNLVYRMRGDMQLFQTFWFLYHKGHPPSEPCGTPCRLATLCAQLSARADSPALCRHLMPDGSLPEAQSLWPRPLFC
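Steps: dispense placental human ASM, pin compound, wait 10 min at room temperature, add HMU-PC0 substrate at 9 uM final, incubate 60 min at 37 °C, add stop solution raising pH to 10, read fluorescence.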
TCR activator = activates T cell receptor signaling. primary human leukocytes, anti-CD3, IL-2 HTRF, 48 h. Potency, µM (highest dose often 9.22 µM), without a hit: at the top dose activation of IL-2 secretion, usual class: activators. 330,000 tested, under 10 active; further: % of control where 0% means no effect
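Compounds are tested in HTS on primary human leukocytes co-incubated with a-CD3 beads for 48 hr. IL-2 output is measured by time-resolved FRET.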
TSG101-PTAP inh = blocks PTAP/TSG101 interaction to inhibit HIV-1 budding | Q99816 | Fluorescence polarization, FITC-PTAP peptide / Tsg101 binding | Potency, µM (series often up to 115 µM), without a hit: at the highest dose activity change, negative = inhibition, most hits filed as inhibitors | 340,000 tested, under 10 active; active means well fitted inhibition curve with a large enough effect in the main read-out, with a control signal flat, not every such curve was filed as active; inconclusive means small, poorly fitted or top-dose-only effect, or effect the other way, or a change in a side signal; inactive means no such curve, though single readings can be large or run the other way; further: potency means the concentration at half of the fitted maximal effect; % of control where 0% means no effect
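Compounds were pin-transferred onto Tsg101 binding domain (10 uM final) in HEPES pH 7.5 buffer, then FITC-PTAP peptide was added at 50 nM final. After 20 min at RT, polarization reported peptide displacement across a qHTS concentration series.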
Eya2 phos inh = inhibitors of human Eya2 phosphatase activity; recombinant Eya2, OMFP fluorescence dephosphorylation (OMFP is methylfluorescein phosphate); Potency, µM (highest dose often 76.9 µM), for the others: at the top dose activity, negative = inhibition, usual class: inhibitors; 330,000 tested, 0.006% active; AID 488837; further: potency means the concentration at half of the fitted maximal effect; on the % scale 0 is the no-effect control and ±100 the full control effect
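Eya2 protein (added as 0.2 uM solution) was preincubated with compound for 10 min at ambient temperature in 50 mM HEPES pH 7.5, 50 mM NaCl, 5 uM MgCl2, 0.05% BSA, 1 mM DTT. OMFP (added at 50 uM) then reacted 10 min; fluorescence read at 485/525 nm.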
Tb PFK block = T. brucei PFK enzyme inhibition. T. brucei PFK, ADP-Glo luminescence. Potency, µM (highest dose often 57.5 µM), for the others: at the highest dose activity, negative = inhibition, actives largely listed as inhibitors. 330,000 tested, 0.17% active. AID 485367;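 further: potency means the concentration at half of the fitted maximal effect; 0% = uninhibited 1x PFK enzyme wells and -100% = no-enzyme wells; nearly all actives have a fitted effect of over 60% in size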
Target sequence (O15648 whole entry, looked up): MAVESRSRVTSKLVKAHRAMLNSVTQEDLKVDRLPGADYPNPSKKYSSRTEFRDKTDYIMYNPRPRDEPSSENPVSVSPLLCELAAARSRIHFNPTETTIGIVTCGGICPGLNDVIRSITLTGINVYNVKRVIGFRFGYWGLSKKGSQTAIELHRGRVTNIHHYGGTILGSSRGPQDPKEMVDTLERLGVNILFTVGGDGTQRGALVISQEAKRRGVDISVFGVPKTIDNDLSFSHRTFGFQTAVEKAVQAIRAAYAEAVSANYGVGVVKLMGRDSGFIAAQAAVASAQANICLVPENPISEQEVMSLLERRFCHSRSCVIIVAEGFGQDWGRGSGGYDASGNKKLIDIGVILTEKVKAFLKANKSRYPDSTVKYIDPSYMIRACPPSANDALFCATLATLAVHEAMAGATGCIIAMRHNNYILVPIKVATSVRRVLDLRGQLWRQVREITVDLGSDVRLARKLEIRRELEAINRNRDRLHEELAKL
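Compounds were pin-transferred as a titration series up to 57 uM into substrate buffer (0.5 mM F6P, 0.1 mM ATP, pH 8.0), then 1.25 nM PFK was added and reactions ran 45 min before ADP-Glo detection.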
A-T KAP1 phos = potential ataxia-telangiectasia treatments restoring KAP-1 phosphorylation; […] A-T fibroblasts, KAP-1 phosphorylation AlphaLISA; neocarzinostatin DNA damage 30 min before lysis; Potency, µM (top dose mostly 57.5 µM), without a hit: top-dose activation, actives largely listed as activators; 320,000 tested, 0.19% active; AID 485349; further: potency means the concentration at half of the fitted maximal effect; % of control where 0% means no effect; nearly all actives have a fitted effect of over 45% in size
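ATM-like activity read as KAP-1 phosphorylation via AlphaLISA donor/acceptor antibody pairs after lysis and 6 hr at 25C. Cells were ATM-null patient fibroblasts ([…], hTERT), dosed 60 min, then exposed to the DSB inducer NCS for 30 min.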
An asterisk follows results filed as active; u = inconclusive; x = not tested or not shown; & = joins results of further samples; [ ] = dose if it differs, or a comment. Unless noted, the call rests on the fitted dose curve; in most records, active means well fitted curve in the direction sought with a large enough effect; inconclusive means small, poorly fitted or top-dose-only effect, or another doubt; inactive means no such curve, though single readings can be large; an effect the other way counts as inactive or inconclusive. The order is random; overall some 3.2% were active at least once.

Every second line gives: ELG1 repair inh	Chronic BCR inh	a7 integrin act	Mito fusion yeast	TSHR antag	S-ASM inh	TCR activator	TSG101-PTAP inh	Eya2 phos inh	Tb PFK block	A-T KAP1 phos
- COc1ccc(-c2noc(CCC(=O)N3CCC(c4cc(C)ccc4C)CC3)n2)cc1
  14%	3%	-19%	x	-25	-6%	-4%[46.1 µM]	-2%	-3%	-1%	-2%[11.5 µM]
- COc1ccc(CC(=O)NC(C)c2ccc(S(N)(=O)=O)cc2)cc1S(=O)(=O)N1CCOCC1 (centres undefined)
  -8%	4%	-12%	2%	-9	1%	-9%	x	-13%	2%	-4%
- COc1cc(CN2CCC(n3nccc3NC(=O)C3CC3)CC2)cc(OC)c1
  -5%	3%	9%	-3%	-6	4%	5%	-2%	2%	1%	9%
- O=C(O)c1cc(C(F)(F)F)nc2ccccc12
  8%	4%	11%	-10%	21	2%	-3%	-12%	-2%	0%	-13%
- Cc1ccccc1C(=O)Oc1ccccc1C(=O)N1CCOCC1
  u	-12%	-4%	-1%	3	0%	-8%[46.1 µM]	-4%	3%	-3%	8%
- CCC(=O)N1CCc2cc(S(=O)(=O)NC(C(=O)NCc3ccc(F)cc3)C(C)C)ccc21 (centres undefined)
  -17%	0%	20%	-1%	7	-3%	10%	-1%	-13%	-4%	4%
- O=C(OCC#CCSc1nnc(-c2cccc3ccccc23)o1)c1ccc(Br)cc1
  16%	u	x	-12%	-8&-8	-7%	-1%	1%	-17%&2%	0%&5%	0%&21%
- O=S(=O)(c1cccc(F)c1)N1CCCN(c2ccc(C(F)(F)F)cn2)CC1
  u	21%	-22%	-4%	1	-2%	-63%	0%	-5%	-8%	9%
- Cc1cc(Oc2ccc(Cl)cc2)nc(-c2ccccc2O)n1
  26%	u	-11%	u	7	-24%	-4%	-3%	-32%	2%	15%
- O=C(CCN1C(=O)C2CCCCC2C1=O)N1CCN(S(=O)(=O)c2ccccc2)CC1 (centres undefined)
  -12%	3%	5%	-5%	-6	x	3%	0%	2%	-1%	3%
- CC1Cc2ccccc2N1C(=O)c1cc2c(=O)n3ccccc3nc2n1C (centres undefined)
  u	3%	1%	7%	-2	91%[activator]	x	-16%	-7%	1%	6%
- COc1ccc(CNC(=O)Cn2cnc3c(SC)nc(N)nc32)cc1
  u	0%	-21%	x	-3	2%	-7%	-3%	-6%	6%	8%
- O=C(O)CCc1nc(-c2ccccc2)no1
  -3%	u	-13%	-2%	-5	2%	x	-4%	-4%	0%	10%
- CCN1C(=O)C(CC(=O)Nc2c(C)cccc2C)Nc2cc(S(=O)(=O)N(C)C)ccc21 (centres undefined)
  -3%	1%	-7%	-10%	4	2%	-5%	-2%	-6%	2%	-3%
- CCc1nn(CC(=O)NCCc2ccc(Cl)cc2)c(=O)c2cccn12
  19%	-15%	20%	1%	12	-2%	-2%	-9%	2%	4%	4%

Every second line gives: ELG1 repair inh	Chronic BCR inh	a7 integrin act	Mito fusion yeast	TSHR antag	S-ASM inh	TCR activator	TSG101-PTAP inh	Eya2 phos inh	Tb PFK block	A-T KAP1 phos
- COc1ccc2cc(CO)c(Cl)nc2c1
  -5%	-18%	-19%	-2%	-1	-1%	5%	-2%	-8%	0%	2%
- CCOc1ccc(S(=O)(=O)N(C)c2ccc(OCC(=O)NCC3CCCCC3)cc2)cc1
  26µM*	-6%	3%	x	-26	-10%	4%	3%	-3%	-7%	-5%
- CCOC(=O)c1c(C)[nH]c(C(=O)NCC(c2ccco2)N2CCCCC2)c1C (centres undefined)
  6%	0%	-12%	x	-12	3%	1%	-4%	-4%	6%	7%
- Cc1noc(C)c1-c1nc(CS(=O)(=O)c2ccccc2)no1
  20%	3%	-1%	-1%	3	1%	4%	-4%	3%	2%	2%
- CCCc1[nH][nH]c(=O)c1C(c1cccc(Cl)c1)C(C#N)C#N (centres undefined)
  u	-12%	-25%	-6%	-15	-2%	1%	-3%	-9%	-3%	x
- CCNC(=S)N/N=C/c1cn(Cc2ccc(F)cc2)c2ccccc12
  -14%	-7%	-39%	5%	0	-21%	2%[46.1 µM]	-2%	-1%	0%	12%
- CCCCOCCCNC(=S)Nc1ccc(S(=O)(=O)N2CCOCC2)cc1
  u	-15%	-10%	0%	-9	0%	6%	-6%	-18%	-6%	-11%
- COc1ccc(NC(=O)COc2ccc(S(=O)(=O)N3CCOCC3)cc2C)cc1OC
  0%	u	0%	-3%	3	0%	1%	0%	15%	-2%	0%
- N#CC1(NC(=O)CN2C(=O)c3ccccc3C2=O)CCCCC1
  22%	3%	1%	1%	30	-1%	0%	-4%	12%	-4%	-6%
- COc1cccc(OCc2cc(C(=O)NCCc3cccc(C)n3)no2)c1
  -3%	-4%	-15%	-1%	9	1%	-5%	-2%	1%	-3%	5%
- CCc1nn(CC(=O)N2CCC(C)CC2)c(=O)c2cccn12
  -3%	-7%	8%	8%	-1	0%	-2%	-5%	4%	2%	1%
- COc1cccc2c1C(=O)c1ccc3ccccc3c1C2=O
  u	11%	2%	5%	-16	-8%	4%	-3%	23%	-3%	x
- Cc1ccc(NC(=O)Cn2cc(C=O)c3ccccc32)cc1
  -14%	-9%	-20%	-3%	-4	-1%	-6%	0%	1%	-1%	4%
- CCNC(=O)COc1ccc(F)cc1C(=O)c1cnn(-c2ccccc2)c1
  14%	u	13%	10%	-5	-1%	-7%	-9%	-11%	-3%	-4%
- C=CCn1c(-c2ccccc2)ccc(C#N)c1=O
  6%	5%	10%	-16%	-1	-7%	3%	-5%	11%	2%	14%

Every second line gives: ELG1 repair inh	Chronic BCR inh	a7 integrin act	Mito fusion yeast	TSHR antag	S-ASM inh	TCR activator	TSG101-PTAP inh	Eya2 phos inh	Tb PFK block	A-T KAP1 phos
- COc1cc(OC)c2ccc(=O)oc2c1C(CC(=O)N1CCCC(C)C1)c1ccc2c(c1)OCO2 (centres undefined)
  1%	-7%	-7%	5%	-2	9%	4%	-9%	-2%	-12%	27%
- CN(Cc1ccccc1)S(=O)(=O)c1ccc(NC(=O)C2CCCO2)cc1 (centres undefined)
  -14%	-2%	-30%	1%	5	-1%	x	-8%	-5%	7%	5%
- O=C(/C=C/c1ccc(S(=O)(=O)NCc2ccco2)cc1)NCc1cccc(Cl)c1
  u	-4%	u	-3%	-2	0%	-1%[46.1 µM]	0%	-6%	27µM*	4%
- O=C(NCc1ccccc1)NCc1cccs1
  u	19%	13%	-2%	-1	1%	-6%	-4%	6%	-4%	2%
- Cn1cc(C(=O)N2CCc3ccccc3C2)c(=O)c2cc(S(=O)(=O)N3CCOCC3)ccc21
  1%	-1%	-35%	18%	1	-1%	-3%	0%	2%	-1%	-5%
- O=C(COc1ccc(Cl)cc1)Nc1ccccc1Cl
  u	-10%	16%	-7%	-1	3%	-6%	-6%	4%	-11%	39%
- c1ccc(OCCOc2cccc3cccnc23)cc1
  u	-12%	-15%	4%	-1	3%	-9%[46.1 µM]	-7%	11%	5%	-10%
- Cc1nc(NC(=O)/C=C/c2ccccc2)n[nH]1
  u	u	-71%[inhibitor]	4%	5	1%	8%[46.1 µM]	1%	-2%	1%	21%
- CC(C)CCOCC(=O)Nc1cccc(C(=O)O)c1
  u	u	-31%	u	17	4%	-1%	-3%	-2%	0%	14%
- Cc1cc2cc(CNS(=O)(=O)c3ccccc3)ccc2n1C
  u	u	5%	0%	0	-5%	1%	-1%	-26%	1%	7%
- COc1ccc(C(=O)NCC(=O)N/N=C/c2cn[nH]c2-c2ccccc2)cc1
  1%	-7%	2%	15%	1	-1%	-3%	-3%	14%	1%	0%
- CC(=O)Nc1cccc(NC(=O)CSc2nnc(Cc3cccn3C)n2CCc2ccccc2)c1
  -10%	5%	2%	-2%	-3	1%	9%	-13%	12%	5%	-6%
